# Screening data: PubChem, Southern Research Specialized Biocontainment Screening Center
# Salmonella PhoP GFP: PhoP regulon inhibitors, Salmonella typhi PhoP promoter GFP reporter, confirmatory (AID 1850) | 310,000 tested, 0.33% active | inhibition, % at 50 µM, or IC50 in µM where a hit was titrated | Salmonella Typhi PhoP-promoter GFP reporter, fluorescence, 4 h; higher % means a stronger effect; in the data active = a potency from the dose series; inconclusive = inhibition mostly from about 25% at the one dose, without a potency; inactive = the rest, 99 in 100 with inhibition below about 19%;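 note: 0% = induced wells with vehicle and 100% = uninduced wells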
# H37Rv inhibition: M. tuberculosis growth inhibition, HTS (AID 449762). 330,000 tested, 0.59% active. one-dose inhibition, % at 25 µM; IC50 in µM for titrated hits. M. tuberculosis H37Rv growth inhibition, 7H9 media; higher % means a stronger effect; in the data active = a potency from the dose series; inconclusive = inhibition above about 70% without an active follow-up result;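 note: bacterial growth assessed after seven days of incubation; strong numbers were not always called active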
# influenza NS1A: H1N1 influenza NS1A inhibitors, functional cell based assay (AID 504329); 340,000 tested, 0.3% active; NS1A functional cell-based assay, percent inhibition; higher % means a stronger effect; inhibition, % at 12.5 µM, or IC50 in µM where a hit was titrated; in the data active = a potency from the dose series; inconclusive = inhibition above about 27% without an active follow-up result; note: strong numbers were not always called active
# tuberculosis growth: growth inhibition of non-replicating M. tuberculosis (AID 488890). inhibition, % at 25 µM, or IC50 in µM where a hit was titrated. Mycobacterium tuberculosis non-replicating, growth inhibition; higher % means a stronger effect. 320,000 tested, 0.39% active; in the data active = a potency from the dose series; inconclusive = inhibition mostly from about 82% at the one dose, without a potency; inactive = the rest, 99 in 100 with inhibition below about 76%;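 note: plate controls were DMSO cells for no effect and high antibiotic wells for full effect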
# inhibitors of VEEV: inhibitors of VEEV TC-83 cytopathic effect, confirmation, Vero cells (AID 588727) | Vero cells, VEEV TC-83 cytopathic effect inhibition; higher % means a stronger effect | inhibition, % at 20 µM; hits with a dose series show IC50 in µM | 350,000 tested, 0.13% active; in the data active = a potency from the dose series; inconclusive = inhibition mostly from about 14% at the one dose, without a potency; inactive = the rest, 99 in 100 with inhibition below about 12%; note: strong numbers were not always called active
# inhibitors of VEEV 10K pilot screen: recorded beside inhibitors of VEEV, whose call it bears; inhibition, %; measured here: 10K pilot screen inhibition
# An asterisk follows results filed as active; i = inactive; u = inconclusive; x = not tested or not shown.
SMILES,Salmonella PhoP GFP,H37Rv inhibition,influenza NS1A,tuberculosis growth,inhibitors of VEEV,others
CCc1ccc(NC(=O)c2cnccn2)cc1,-5%,-6%,-21%,u,0.5%,
COc1cccc(-c2coc3cc4oc(=O)c(CCC(=O)O)c(C)c4cc23)c1,-5%,-2%,-6%,20%,1.8%,
COc1cc(/C=N/NC(=O)c2cccnc2)ccc1OCC(=O)Nc1ccccc1Cl,9%,2%,-4%,4%,4.8%,
CCOC(=O)c1ccc(N(CCC2CO2)S(=O)(=O)c2ccc(C)cc2)cc1 (stereo unspecified),x,x,2%,x,4.8%,
COc1cc(OC)c(C(=O)OC(C)C(=O)Nc2cccc(C(F)(F)F)c2)cc1OC (stereo unspecified),-3%,-6%,11%,-3%,6.0%,
C/C(=N\NS(=O)(=O)c1ccc(Br)cc1)c1ccc2c(c1)OCO2,-4%,-1%,-11%,5%,1.5%,
COC(=O)/C(=C/Nc1cccc2ccccc12)[N+](=O)[O-],6%,u,2%,-7%,1.4%,
O=C(c1ccc(NS(=O)(=O)c2ccc3[nH]c(=O)[nH]c3c2)cc1)N1CCN(c2ccccc2O)CC1,-9%,4%,3%,20%,10%,
CCOC12NC(=O)CC(=O)N1C(c1ccccc1)=CS2 (stereo unspecified),-5%,2%,-21%,80%,1.4%,
O=C(Nc1ccccn1)C1(c2ccccc2)CCCC1,2%,6%,4%,15%,i,
O=C(NCc1ccc2c(c1)OCO2)Nc1ccc(Cl)cc1,-7%,-2%,2%,0%,i,
Cc1ccc(S(=O)(=O)N2CCN(Cc3ccsc3)CC2)cc1,-2%,-5%,-3%,-9%,0.8%,
Cc1cccc(N(C)S(=O)(=O)c2ccc3c(c2)C(C)(C)C(=O)N3C)c1,-3%,-14%,4%,31%,3.8%,
O=C(c1ccc(-c2ccc([N+](=O)[O-])cc2)o1)N1CCCCC1,-6%,u,5%,u,1.2%,
COCCC(=O)N1CCC(Oc2ccc(C(=O)NC(C)CCn3cccn3)cc2)CC1 (stereo unspecified),-12%,-9%,12%,-9%,3.5%,
CCOC(=O)C1CCCN(C(=O)/C=C/c2cc(OC)c(OC)c(OC)c2)C1 (stereo unspecified),-6%,-1%,0%,-5%,1.4%,
C#Cc1ccc(CN2CCC(N3CCC(C(=O)NCc4ccccn4)CC3)CC2)cc1,-17%,15%,6%,34%,i,
O=C(NNC(=O)c1csc(N2CCOCC2)n1)c1ccc(Cl)nc1,-8%,-4%,4%,-5%,2.1%,
COc1ccccc1C(=O)Nc1ccc(S(=O)(=O)Nc2cc(C)nc(C)n2)cc1,10%,8%,-2%,21%,0.2%,
COCCNC(=O)c1c[nH]c2ccc(S(=O)(=O)Nc3ccccc3F)cc2c1=O,-14%,10%,-6%,-5%,0.4%,
Cc1cccc2cc3c(N)c(C(=O)N4CCOCC4)sc3nc12,-4%,-1%,7%,-2%,8.9%,
Cc1ccc(C=Nc2ccccc2C(N)=O)s1,3%,-3%,-8%,4%,13%,
CCCC(NC(=O)C(C)NC(=O)CO/N=C1\C=C2CCC3C4CCC(C(C)=O)[C@@]4(C)CCC3[C@@]2(C)CC1)C(=O)O (stereo partly specified),21%,-5%,1%,7%,1.0%,
Cc1cccc(N(C(=O)c2ccc(Cl)cc2)C2CS(=O)(=O)CC2OC(=O)c2ccc(Cl)cc2)c1 (stereo unspecified),-8%,7%,0%,34%,i,
O=C1CC(N2CCOCC2)C(=O)N1c1ccc(Cl)cc1 (stereo unspecified),0%,-9%,-15%,32%,1.3%,
Cc1ccc(C)c(S(=O)(=O)N2CCCN(C)CC2)c1,-4%,3%,5%,-11%,i,
COc1cc(/C=N/Nc2ccc(C(F)(F)F)cn2)ccc1O,0%,6%,14%,-1%,6.3%,
O=C(CSc1ccc(-c2ccc(-n3cccn3)cc2)nn1)Nc1ccc([N+](=O)[O-])cc1,6%,14%,-4%,-15%,i,
COc1cc(C(=O)NCCC(=O)NC(C)C)cc(OC)c1OC,1%,11%,-3%,-1%,0.2%,
CCOc1ccccc1NC(=O)c1cccc(N2C(=O)CCC2=O)c1,-1%,-2%,2%,-5%,2.3%,
CCOC(=O)c1ccc(NC(=O)c2nc(SC)ncc2Cl)cc1,-15%,5%,-5%,6%,0.2%,
CCOc1ccc(S(=O)(=O)NCCC(=O)N2CCCCCCC2)cc1,6%,-1%,-4%,1%,1.4%,
Cc1cccc(N2CCN(S(=O)(=O)c3ccc4c(c3)CCN4C(=O)CCC(=O)O)CC2C)c1 (stereo unspecified),0%,3%,7%,-9%,0.2%,
O=C(NC(=S)NCc1ccco1)c1ccc(Br)cc1,-6%,-1%,4%,67%,i,
CCN1C(=O)[C@H]2[C@H]3[C@H](O)[C@H](O)C/C(=N\OC[C@@H](C)[C@H](OCc4ccccc4)C(C)C)[C@@H]3CC[C@H]2C1=O,1%,0%,x,22%,x,
CC1(C)CC(=O)C=C(c2cccc(CO)c2)C1,x,-7%,9%,-20%,i,
Cn1ncc([N+](=O)[O-])c1C(=O)Nc1ccccc1,-3%,-3%,-4%,-1%,i,
COC(=O)C1=C(O)CSC1=Nc1ccccc1,-2%,-1%,-4%,-3%,0.3%,
CSc1ccc(CN2CCN(Cc3ccccc3Cl)CC2)cc1,2%,-2%,0%,-17%,1.1%,
CCCCC(=O)N/N=C(\C)CC(=O)Nc1cc(Cl)ccc1OC,11%,2%,8%,11%,i,

# 2 entries picked at random from those above, as already listed:
SMILES,Salmonella PhoP GFP,H37Rv inhibition,influenza NS1A,tuberculosis growth,inhibitors of VEEV,others
O=C(NC(=S)NCc1ccco1)c1ccc(Br)cc1,-6%,-1%,4%,67%,i,
Cc1ccc(C)c(S(=O)(=O)N2CCCN(C)CC2)c1,-4%,3%,5%,-11%,i,

# Going on with the list:
SMILES,Salmonella PhoP GFP,H37Rv inhibition,influenza NS1A,tuberculosis growth,inhibitors of VEEV,others
CN(c1ccc(C(=O)NCCSC(C)(C)C)cc1)S(C)(=O)=O,-2%,-4%,0%,-6%,0.1%,
CCOc1ccc(CC(=O)Nc2ccc(-c3ccc4nnc(C)n4n3)cc2)cc1,14%,55%,2%,67%,5.6%,
CCOC(=O)c1cccc(NC(=O)CS(=O)(=O)Cc2nc(-c3cccc(OC)c3)oc2C)c1,-6%,-9%,-3%,9%,i,
CCC(C)NC(=O)CSc1nnc(-c2ccncc2)n1-c1ccc(OC)cc1 (stereo unspecified),12%,-20%,2%,-19%,0.9%,
CCCCOc1ccc(C(=O)NCC(=O)OCC(=O)c2c(N)n(C)c(=O)n(C)c2=O)cc1,x,-11%,-5%,12%,1.0%,
CC(=O)N1CCN(CCN=CC2=C(O)CC(c3ccco3)CC2=O)CC1 (stereo unspecified),-3%,7%,-17%,-4%,9.4%,
COc1cccc(CC(NC(C)=O)C(=O)NC2CCN(S(=O)(=O)c3ccc(NC(C)=O)cc3)CC2)c1 (stereo unspecified),5%,-7%,-10%,-13%,i,
O=C1/C(=C/c2ccc(O)cc2)CCc2ccc([N+](=O)[O-])cc21,-5%,10%,4%,21%,7.3%,
COc1cccc(CN2CCC(n3nccc3NC(=O)CCOc3ccccc3)CC2)c1,-1%,3%,-2%,15%,i,
Cc1ccc(C(=O)Oc2cccc(NC(=O)c3ccco3)c2)cc1S(=O)(=O)N1CCC(C)CC1,16%,-9%,1%,4%,3.2%,
COC(=O)c1ccc(C)c(-n2c(=O)n(Cc3ccccc3)c(=O)c3[nH]cnc32)c1,-1%,-6%,-15%,-17%,8.2%,
COC(=O)CS(=O)(=O)c1cc([N+](=O)[O-])ccc1NC(=O)OC,8%,0%,-6%,0%,i,
CCCc1cc(=O)[nH]c(SCC(=O)N(CCC#N)c2ccc3c(c2)OCCO3)n1,x,x,-6%,x,2.2%,
CCn1c(COc2ccccc2C)nnc1SCC(=O)CC(=O)Nc1ccccc1OC,-9%,-2%,-6%,-13%,5.8%,
COC(=O)CN(C)C1CC(=O)N(c2ccc(Cl)cc2)C1=O (stereo unspecified),9%,-16%,0%,18%,i,inhibitors of VEEV 10K pilot screen=1.4
Cc1ccc(C)c(S(=O)(=O)N2CCN(C(=O)CCc3nc4ccccc4c(=O)[nH]3)CC2)c1,-5%,-4%,0%,6%,9.0%,
O=C(NCCc1ccccc1)C(=O)NCC1CCNCC1,-8%,-3%,x,5%,x,
CN(C(=O)c1cccc(NC(=O)Cc2ccc(NC(=O)C3CCN(C(=O)C4CCCCC4)CC3)cc2)c1)C1CCC1,x,x,-17%,x,3.7%,
O=S(=O)(NCc1ccccn1)c1ccc2ccccc2c1,10%,-3%,6%,18%,1.1%,
COc1ccc(CCNC(=O)CSc2nnnn2-c2ccccc2OC)cc1OC,7%,3%,6%,x,1.5%,
Cc1ccc(C2NC(c3ccc(C)cc3)C(C)C(=O)C2C)cc1 (stereo unspecified),-1%,15%,3%,45%,1.1%,
COc1ccc(S(=O)(=O)N2CCOC2CNC(=O)C(=O)NCc2ccccc2OC)cc1 (stereo unspecified),2%,0%,-22%,10%,2.0%,
O=C(CN1CCC(C(=O)c2cccc(Cl)c2)CC1)Nc1cccc(C(=O)O)c1,-11%,-3%,-14%,-16%,i,
Cc1noc(C)c1COc1ccc(C(=O)OCc2nnc(-c3ccc(Cl)cc3)o2)cc1,3%,u,12%,75%,5.0%,
CC1CCCCN1C(=O)CN1C(=O)c2ccccc2S1(=O)=O (stereo unspecified),9%,9%,2%,-9%,2.4%,
COc1cccc(C(=O)NNC(=O)c2ccccc2Br)c1,-3%,-1%,8%,3%,2.9%,
CCc1ccc(NS(=O)(=O)c2cccc3nsnc23)cc1,0%,0%,1%,-13%,0.7%,
COc1cc(C(=O)N2C[C@H]3C[C@@H](C2)c2cccc(=O)n2C3)cc(OC)c1OC,2%,-5%,-3%,-9%,0.7%,
Cc1cc(NC(=O)COC(=O)C(Nc2ccc(C(F)(F)F)cc2Cl)C(C)C)no1 (stereo unspecified),-4%,9%,9%,26%,5.1%,
CCCCc1c(C)c2ccc(OCC(C)=O)cc2oc1=O,8%,32%,-6%,54%,1.6%,
CCSc1ncc(Cl)c(C(=O)Nc2ccccc2)n1,-6%,-5%,-4%,0%,0.1%,
Nc1c(Nc2ccccc2)c2ccccc2oc1=O,-5%,8%,-4%,19%,1.2%,
c1ccc(Oc2cc(-c3ccccc3)ncn2)cc1,-4%,14%,-34%,68%,6.0%,
OCCN1CCN(CC(O)COc2ccc3c(c2)OCO3)CC1 (stereo unspecified),0%,-5%,3%,-3%,0.4%,
Cc1cccc(NC(=S)N(C)Cc2cn(C)c3ccccc23)c1,-8%,-2%,-4%,-14%,i,
CC(=O)Nc1cccc(NC(=O)c2ccc3c(c2)CCN3S(C)(=O)=O)c1,-1%,2%,2%,-20%,0.2%,
COC(=O)c1ccc(NC(=O)C(=O)N2CCN(C(=S)Nc3ccccc3OC)CC2)cc1,-6%,1%,-5%,23%,1.2%,
CN1C(=S)SC(/[N+]([O-])=C\c2cccs2)C1(C)C (stereo unspecified),4%,0%,16%,-10%,0.8%,
Cc1cc(=O)oc2cc(OCC(O)CN3CCN(c4ccccc4)CC3)ccc12 (stereo unspecified),6%,-3%,-12%,-21%,0.2%,
COC(=O)C1=C(c2cccc(OC)c2OC)C[C@@H]2CC[C@H]1N2C(=O)NCCNC(C)=O,-9%,4%,-8%,-16%,i,
Fc1cccc(-c2cc3nc4c(c(N5CCC6(CC5)OCCO6)n3n2)CCCC4)c1,-10%,14%,-9%,-26%,3.1%,
Cc1cc(Cl)c(S(=O)(=O)Nc2cc(S(=O)(=O)N3CCOCC3)ccc2F)cc1OCC(N)=O,1%,-2%,3%,2%,1.5%,

# Molecules above that contain fluorine:
SMILES,Salmonella PhoP GFP,H37Rv inhibition,influenza NS1A,tuberculosis growth,inhibitors of VEEV,others
COc1cc(OC)c(C(=O)OC(C)C(=O)Nc2cccc(C(F)(F)F)c2)cc1OC (stereo unspecified),-3%,-6%,11%,-3%,6.0%,
COCCNC(=O)c1c[nH]c2ccc(S(=O)(=O)Nc3ccccc3F)cc2c1=O,-14%,10%,-6%,-5%,0.4%,
COc1cc(/C=N/Nc2ccc(C(F)(F)F)cn2)ccc1O,0%,6%,14%,-1%,6.3%,
Cc1cc(NC(=O)COC(=O)C(Nc2ccc(C(F)(F)F)cc2Cl)C(C)C)no1 (stereo unspecified),-4%,9%,9%,26%,5.1%,
Fc1cccc(-c2cc3nc4c(c(N5CCC6(CC5)OCCO6)n3n2)CCCC4)c1,-10%,14%,-9%,-26%,3.1%,
Cc1cc(Cl)c(S(=O)(=O)Nc2cc(S(=O)(=O)N3CCOCC3)ccc2F)cc1OCC(N)=O,1%,-2%,3%,2%,1.5%,
